Screening data (PubChem BioAssay)
MrgX1 antagonist – antagonists of human MrgX1 receptor, primary screen, HEK293 cells, Fluo-4 calcium flux. BAM8-22 antagonism; active compounds read low. B-score at 10 µM. actives 1.3% (n = 310,000). AID 588676, 2011;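 active means calcium-response B-score plate-corrected more than 3 library SD below zero, starting fluorescence within 5 deviations, no agonist response on first addition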;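 further: peak minus trough fluorescence over baseline after final BAM8-22 challenge near maximal dose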
TRPC6 inhibitor – mouse TRPC6 channel inhibitors, primary screen, cell-based, HEK293, membrane potential dye. Short transient receptor potential channel 6 (Mus musculus), Q61143. ACh-evoked depolarization; active compounds read low. B-score at 10 µM. actives 1.1% (n = 310,000). AID 2553, 2010;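 active means B-score under library mean minus 3 SD, initial fluorescence not abnormally high, positive integrated signal ratio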;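 further: B-score derived from integrated fluorescence ratio over the kinetic read; more negative B-score means stronger inhibition of depolarization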
Target sequence (Q61143 whole entry, looked up): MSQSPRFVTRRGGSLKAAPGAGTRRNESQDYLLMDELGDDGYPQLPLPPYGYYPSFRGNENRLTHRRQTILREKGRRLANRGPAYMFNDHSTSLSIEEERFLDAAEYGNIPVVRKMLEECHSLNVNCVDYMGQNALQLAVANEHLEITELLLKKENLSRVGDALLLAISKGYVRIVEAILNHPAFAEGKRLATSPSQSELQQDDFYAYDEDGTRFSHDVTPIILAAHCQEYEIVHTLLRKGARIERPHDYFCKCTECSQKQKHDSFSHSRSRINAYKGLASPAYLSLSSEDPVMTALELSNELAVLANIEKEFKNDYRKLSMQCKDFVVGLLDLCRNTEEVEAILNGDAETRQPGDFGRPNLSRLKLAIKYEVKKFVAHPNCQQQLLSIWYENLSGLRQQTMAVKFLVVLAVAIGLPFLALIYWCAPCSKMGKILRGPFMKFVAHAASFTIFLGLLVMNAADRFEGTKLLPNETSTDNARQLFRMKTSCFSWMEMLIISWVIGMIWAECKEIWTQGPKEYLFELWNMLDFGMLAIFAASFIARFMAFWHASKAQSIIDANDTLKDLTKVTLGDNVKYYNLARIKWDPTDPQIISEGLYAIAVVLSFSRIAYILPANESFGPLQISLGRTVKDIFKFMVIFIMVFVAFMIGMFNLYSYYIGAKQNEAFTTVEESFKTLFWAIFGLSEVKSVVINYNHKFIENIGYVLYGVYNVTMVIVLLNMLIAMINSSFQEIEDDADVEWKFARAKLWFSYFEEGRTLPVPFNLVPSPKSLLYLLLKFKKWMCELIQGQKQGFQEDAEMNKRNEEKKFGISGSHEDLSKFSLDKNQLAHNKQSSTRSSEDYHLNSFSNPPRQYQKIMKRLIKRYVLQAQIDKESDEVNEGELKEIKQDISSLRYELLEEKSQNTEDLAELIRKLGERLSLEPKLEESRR
ANO1 activ – TMEM16A chloride channel activators or potentiators, primary screen, cell-based, HTS; Anoctamin-1 (Mus musculus), Q8BHY3; HEK293 TMEM16A/YFP-H148Q/I152L, iodide quench fluorescence; active compounds read low; B-score at 10 µM; actives 0.3% (n = 340,000);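 active means fluorescence-ratio B-score plate-corrected deviation score at least 3 library SD below zero, with starting fluorescence score within 5 deviations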;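 further: channel opened by trigger with iodide after compound preincubation; score built on the fluorescence ratio of max minus min over baseline; more negative score means more quench and so TMEM16A activation or potentiation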
TRPC6 activator – mouse TRPC6 channel activators, primary screen, cell-based, HEK293, membrane potential dye | Short transient receptor potential channel 6 (Mus musculus), Q61143 | HEK293-TRPC6 membrane potential dye fluorescence; active compounds read high | B-score at 10 µM | actives 0.13% (n = 310,000) | AID 2550, 2010;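 active means B-score of the integrated fluorescence ratio above library mean plus 3 SD, and starting fluorescence ratio within library mean plus 5 SD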;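 further: higher score means more depolarization so channel activation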
TRPC4 PAM – positive allosteric modulators of TRPC4, primary screen, cell-based, mouse TRPC4beta, HEK293 mu-opioid, Fluo-4 calcium; Short transient receptor potential channel 4 (Mus musculus), Q9QUQ5; DAMGO EC20, Fluo-4 Ca2+ flux; active compounds read high; B-score at 10 µM; actives 0.42% (n = 310,000);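 active means B-score of calcium response area above 5 SD of library B-scores, with initial fluorescence ratio within 5 SD of library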;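 further: B-score of integrated fluorescence ratio over time as area under calcium response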
MrgX1 ag – agonists of human MrgX1 receptor, primary screen, HEK293 cells, Fluo-4 calcium flux; Mas-related G-protein coupled receptor member X1 (Homo sapiens), Q96LB2; Fluo-4 calcium fluorescence, agonist mode; active compounds read high; B-score at 10 µM; actives 0.44% (n = 310,000);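 active means calcium response B-score plate-corrected fluorescence ratio at least 3 library SD, with starting fluorescence B-score inside 5 SD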
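Test system: HEK293 cells stably expressing human MrgX1 receptor; amount: 15,000 cells per well; doses: compound delivered in addition one of three; times: overnight plating before 1 h dye loading; detection: Fluo-4 NW calcium-flux fluorescence, kinetic read; read-out basis: B-scored fluorescence response ratio; controls: positive and negative controls per plate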
MrgX1 PAM – positive allosteric modulators of MrgX1, primary screen, HEK293 cells, Fluo-4 calcium flux. Mas-related G-protein coupled receptor member X1 (Homo sapiens), Q96LB2. FDSS; active compounds read high. B-score at 10 µM. actives 0.63% (n = 310,000). AID 588675, 2011;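 active means plate-corrected calcium response at least 3 library SD above typical, normal starting fluorescence, not activating the receptor alone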;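 further: compound read alongside a low EC10 to EC30 dose of BAM8-22 agonist; peak minus trough fluorescence over baseline measured at the second addition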
TMEM16A inh – TMEM16A chloride channel inhibitors, primary screen, cell-based, HTS; Anoctamin-1 (Mus musculus), Q8BHY3; HEK293 TMEM16A/YFP iodide influx fluorescence, ionomycin; normalized B-score (activity score, 25-100; higher = stronger inhibition) at 10 µM; actives 1.2% (n = 310,000);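 active means ratio plate-corrected score three or more library SD toward inhibition, starting fluorescence score within five deviations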;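 further: score derived from kinetic fluorescence span divided by baseline fluorescence per well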
TRPC4 agonist – activators of mouse TRPC4 channel, primary screen, Fluo4 calcium, HEK293 TRPC4beta/mu-opioid cells; Short transient receptor potential channel 4 (Mus musculus), Q9QUQ5; Fluo4 calcium fluorescence; active compounds read high; B-score at 10 µM; actives 0.49% (n = 310,000); AID 2237, 2010;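 active means B-score above 5 SD of library B-scores, and initial fluorescence ratio not above library mean plus 5 SD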;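 further: positive B-score marks a calcium rise read as TRPC4 activation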
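Assay system: HEK293 cells stably co-expressing mouse TRPC4beta and mu-opioid receptor / Timing: Fluo4 dye loading 45 min at room temperature, 110 s recording / Signal: Fluo4 calcium-sensitive dye fluorescence, kinetic, 1 Hz baseline / Read-out: integrated baseline-normalised fluorescence ratio, converted to per-well B score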
TRPC4 block – inhibitors of mouse TRPC4 channel, primary screen, Fluo4 calcium, HEK293 TRPC4beta/mu-opioid cells; Short transient receptor potential channel 4 (Mus musculus), Q9QUQ5; DAMGO-evoked Fluo4 calcium flux; active compounds read low; B-score at 10 µM; actives 0.39% (n = 300,000); AID 2247, 2010;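 active means B-score over 3 SD under the library average, no early fluorescence shift, positive overall ratio signal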
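Assay system: HEK293 cells with stable TRPC4beta plus mu-opioid receptor expression. Dosing: single dose. Measured by: Fluo4 Ca2+ flux fluorescence. Also added: DAMGO in two steps, submaximal then maximal. Read-out: B score from integrated Fluo4 fluorescence ratio.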
SKKanGAS inh – S. pyogenes SKKanGAS growth inhibitors in kanamycin, primary screen, streptokinase expression inhibitor project, SKKanGAS strain, BacTiter-Glo luminescence. 6 h. actives 1.3% (n = 300,000). inhibition, % at 7.5 µM;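 active means mean replicate score, as percent of positive control median, at least 50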;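 further: strain carries kanamycin resistance gene driven by streptokinase promoter and grows in 40 µg/ml kanamycin; loss of luminescence reflects streptokinase promoter inhibition or plain growth inhibition; 0% = median of DMSO wells and 100% = positive control at its reference dose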
Numbers without * were called inactive; i = inactive; . = no result given.

SMILES	MrgX1 antagonist	TRPC6 inhibitor	ANO1 activ	TRPC6 activator	TRPC4 PAM	MrgX1 ag	MrgX1 PAM	TMEM16A inh	TRPC4 agonist	TRPC4 block	SKKanGAS inh
Cc1c(C(=O)NN2CCCCC2)nn(-c2ccc(Cl)cc2Cl)c1-c1ccc(I)cc1	i	i	.	i	i	i	i	i	i	i	24.0
[O-]/C(=C(\C(=S)Nc1ccccc1F)[n+]1ccccc1)c1ccc(OC(F)F)cc1	i	i	i	i	i	i	i	i	i	i	0.5
Cc1cc(=O)oc2c(CN3CCN(CCO)CC3)c(O)ccc12	i	i	i	i	i	i	i	i	i	i	-1.4
c1ccc(Oc2cnc3ccccc3n2)cc1	i	i	i	i	i	i	i	i	i	i	12.8
CCOC(=O)c1sc(N2C(=O)C(O)=C(C(=O)c3ccc(C)o3)C2c2cccc([N+](=O)[O-])c2)nc1C (stereo not given)	i	i	i	i	i	i	i	i	i	i	61.3*
COC(=O)CSc1nc2sc3c(c2c(=O)[nH]1)CCC3	i	i	i	i	i	i	i	i	i	i	-0.7
COc1cccc(C(=O)Nc2cc3c(cc2Cl)OCCCO3)c1	i	i	i	i	i	i	i	i	i	i	-0.2
CCOc1ccc(S(=O)(=O)Nc2cccc(C(=O)N(C)Cc3cccc(OC)c3OC)c2)cc1	i	i	i	i	i	i	i	i	i	i	1.2
COCCNC(=O)CN(C(=O)CCC(=O)Nc1nccs1)c1ccccc1OC	i	i	i	i	i	i	i	i	i	i	-3.2
OC(c1cccs1)c1nccc2ccccc12 (stereo not given)	i	i	i	i	i	i	i	i	i	i	2.0

Quoted from above for reference:
SMILES	MrgX1 antagonist	TRPC6 inhibitor	ANO1 activ	TRPC6 activator	TRPC4 PAM	MrgX1 ag	MrgX1 PAM	TMEM16A inh	TRPC4 agonist	TRPC4 block	SKKanGAS inh
Cc1cc(=O)oc2c(CN3CCN(CCO)CC3)c(O)ccc12	i	i	i	i	i	i	i	i	i	i	-1.4
c1ccc(Oc2cnc3ccccc3n2)cc1	i	i	i	i	i	i	i	i	i	i	12.8

(continued)
SMILES	MrgX1 antagonist	TRPC6 inhibitor	ANO1 activ	TRPC6 activator	TRPC4 PAM	MrgX1 ag	MrgX1 PAM	TMEM16A inh	TRPC4 agonist	TRPC4 block	SKKanGAS inh
Cc1cc(C(=O)NNC(=O)CN2C(=O)NC(C)(c3ccccc3)C2=O)c(C)o1 (stereo not given)	i	i	i	i	i	i	i	i	i	i	-9.4
O=C(CCCn1c(=S)[nH]c2ccccc2c1=O)NCc1ccco1	i	i	i	i	i	i	i	i	i	i	-9.9
C/C(=N\NC(=O)c1ccccc1NC(=O)c1ccc(Cl)cc1)c1ccncc1	i	i	i	i	i	i	i	i	i	i	75.7*
O=C(NCCc1ccccc1)C1CCCN1S(=O)(=O)c1ccc(F)cc1 (stereo not given)	i	i	i	i	i	i	i	i	i	i	-3.4
CN1CCN(c2ccccc2NC(=O)c2cccs2)CC1	i	i	i	i	i	i	i	i	i	i	-0.4
O=C(CN1CCN(c2ccc(F)cc2)CC1)Nc1nnc(-c2ccccc2)s1	i	i	i	i	i	i	i	i	i	i	23.6
CC(C)OP(=O)(OC(C)C)C(O)c1ccc(N(C)C)cc1 (stereo not given)	i	i	i	i	i	i	i	i	i	i	-2.3
Cc1ccc(S(=O)(=O)CC(=O)NCc2ccccc2)cc1	i	i	i	i	i	i	i	i	i	i	-8.3
COc1ccc(OCCCC(=O)OCC(=O)NNC(=O)c2ccc([N+](=O)[O-])cc2)cc1	i	i	i	i	i	i	i	i	i	i	9.7
O=C(/C=C/c1ccc2c(c1)OCO2)NCc1ccco1	i	i	i	i	i	i	i	i	i	i	-9.2
CCn1nnnc1-c1ccc(OC)c(S(=O)(=O)NCc2ccccc2)c1	i	i	i	i	i	i	i	i	i	i	0.6
C[C@@H](C(=O)N1CCNCC1)n1cc(CCC(=O)O)nn1	i	i	i	i	i	i	i	i	i	i	0.0

Only MrgX1 antagonist, for five of the compounds above:
canonical_smiles	MrgX1 antagonist
C/C(=N\NC(=O)c1ccccc1NC(=O)c1ccc(Cl)cc1)c1ccncc1	i
O=C(NCCc1ccccc1)C1CCCN1S(=O)(=O)c1ccc(F)cc1 (stereo not given)	i
CN1CCN(c2ccccc2NC(=O)c2cccs2)CC1	i
O=C(CN1CCN(c2ccc(F)cc2)CC1)Nc1nnc(-c2ccccc2)s1	i
CC(C)OP(=O)(OC(C)C)C(O)c1ccc(N(C)C)cc1 (stereo not given)	i

Whole records as entered above:
COc1ccc(OCCCC(=O)OCC(=O)NNC(=O)c2ccc([N+](=O)[O-])cc2)cc1 as listed: MrgX1 antagonist = i; TRPC6 inhibitor = i; ANO1 activ = i; TRPC6 activator = i; TRPC4 PAM = i; MrgX1 ag = i; MrgX1 PAM = i; TMEM16A inh = i; TRPC4 agonist = i; TRPC4 block = i; SKKanGAS inh = 9.7
Cc1cc(C(=O)NNC(=O)CN2C(=O)NC(C)(c3ccccc3)C2=O)c(C)o1 (stereo not given) as listed: MrgX1 antagonist = i; TRPC6 inhibitor = i; ANO1 activ = i; TRPC6 activator = i; TRPC4 PAM = i; MrgX1 ag = i; MrgX1 PAM = i; TMEM16A inh = i; TRPC4 agonist = i; TRPC4 block = i; SKKanGAS inh = -9.4
C[C@@H](C(=O)N1CCNCC1)n1cc(CCC(=O)O)nn1 as listed: MrgX1 antagonist = i; TRPC6 inhibitor = i; ANO1 activ = i; TRPC6 activator = i; TRPC4 PAM = i; MrgX1 ag = i; MrgX1 PAM = i; TMEM16A inh = i; TRPC4 agonist = i; TRPC4 block = i; SKKanGAS inh = 0.0
